# From PubChem BioAssay
# Tat transport: E. coli Tat transport inhibition; E. coli MC4100 TorA-mCherry Tat export, fluorescence; AID 488895; actives 0.036% (n = 340,000); inhibition, % at 10 µM;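 active = mean replicate inhibition at least 50% and at least half of replicates individually reaching 50%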;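 also: exported cargo escapes ClpAP degradation while cytoplasmic cargo is degraded and loses fluorescence; 0% = median of neutral control wells and 100% = median of NaSCN control wells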
# AddAB inh: less growth of phage-infected E. coli with AddAB | E. coli expressing H. pylori AddAB, absorbance growth | inhibition, % at 11.9 µM | AID 435030 | actives 0.29% (n = 330,000); in the data active = inhibition above about 12%;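 also: 0% = vehicle wells of infected cells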
# Wnt bcat act: activators of Wnt/beta-catenin signaling | activation, % at 9.35 µM | actives 1.2% (n = 300,000) | Wnt/beta-catenin reporter cell assay, activator, plate reader; in the data active = activation above about 30%, passing the limit was not always enough;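 also: 0% = neutral control wells and 100% = positive control wells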
# DAGLB inh: diacylglycerol lipase beta (human) inhibition; inhibition, % at 5.17 µM; actives 0.059% (n = 340,000); HEK293T DAGLB membrane lysate, EnzChek fluorogenic substrate; Q8NCG7; in the data active = inhibition above about 34%;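 also: 0% = enzyme with vehicle and 100% = wells lacking enzyme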
# Target sequence (Q8NCG7 whole entry, looked up): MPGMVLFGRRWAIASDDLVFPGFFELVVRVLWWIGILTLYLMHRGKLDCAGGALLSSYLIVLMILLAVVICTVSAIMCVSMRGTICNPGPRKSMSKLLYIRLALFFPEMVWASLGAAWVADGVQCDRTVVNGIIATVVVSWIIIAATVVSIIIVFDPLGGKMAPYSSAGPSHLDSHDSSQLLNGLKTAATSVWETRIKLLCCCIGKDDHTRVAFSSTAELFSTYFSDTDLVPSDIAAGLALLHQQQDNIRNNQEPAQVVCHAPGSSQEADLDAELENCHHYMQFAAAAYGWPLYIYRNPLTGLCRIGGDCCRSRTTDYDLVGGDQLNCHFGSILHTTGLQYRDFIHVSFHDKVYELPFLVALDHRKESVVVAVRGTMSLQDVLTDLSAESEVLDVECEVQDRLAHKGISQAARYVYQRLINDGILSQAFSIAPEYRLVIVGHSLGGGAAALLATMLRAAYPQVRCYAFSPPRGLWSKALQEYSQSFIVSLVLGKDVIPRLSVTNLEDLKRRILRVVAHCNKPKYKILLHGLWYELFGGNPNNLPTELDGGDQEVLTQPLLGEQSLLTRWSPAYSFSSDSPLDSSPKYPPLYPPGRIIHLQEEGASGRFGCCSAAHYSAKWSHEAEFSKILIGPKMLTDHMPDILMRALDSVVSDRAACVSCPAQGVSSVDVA
# Rtt109 Vps75: C. albicans Rtt109 histone acetyltransferase inhibition; purified Rtt109/Vps75, ThioGlo CoA-SH fluorescence, 4 h; inhibition, % at 34.9 µM; actives 0.16% (n = 330,000); AID 540336;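 active = inhibition of at least 50% in every replicate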
# Target sequence (Q5AAJ8 whole entry, looked up): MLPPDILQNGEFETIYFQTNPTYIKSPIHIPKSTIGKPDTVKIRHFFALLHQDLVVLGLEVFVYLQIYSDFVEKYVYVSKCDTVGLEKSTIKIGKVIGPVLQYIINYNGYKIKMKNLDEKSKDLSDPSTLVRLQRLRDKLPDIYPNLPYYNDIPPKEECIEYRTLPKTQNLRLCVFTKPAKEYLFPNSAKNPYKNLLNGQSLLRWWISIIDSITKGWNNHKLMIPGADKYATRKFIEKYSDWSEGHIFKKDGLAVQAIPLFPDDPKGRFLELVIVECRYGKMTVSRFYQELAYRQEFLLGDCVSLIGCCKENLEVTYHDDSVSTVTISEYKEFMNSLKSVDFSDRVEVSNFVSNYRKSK
# Ecoli viability: counter-screen for AddAB inhibitors: E. coli growth inhibition. actives 0.27% (n = 330,000). E. coli V3065 growth, OD600 absorbance, 18 h. inhibition, % at 11.9 µM;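 active = inhibition above the campaign's mean inhibition across all tested compounds plus 3 SD, cut at about 9.9% in these data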;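 also: uninfected addAB+ strain grown without phage in ampicillin broth; 0% = DMSO wells and 100% = ciprofloxacin 0.95 µg/ml wells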
# CAL PDZ inh: human CAL PDZ-peptide interaction inhibition | inhibition, % at 20 µM | AID 504414 | actives 0.02% (n = 330,000) | Q9HD26 | purified CAL PDZ, TMR-peptide fluorescence polarization, 1 h;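 active = highest replicate inhibition of at least 40%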;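 also: plate controls were DMSO neutral control wells for no effect and unlabeled competitor peptide control wells for full effect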
#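 Test system: tagged CAL PDZ domain / Buffer or medium: sodium phosphate/NaCl buffer pH 7.4 with TCEP, IgG, Thesit / Reagent: TMR-labelled reporter peptide T*-PRC34 bound in PDZ groove / Compound dosing: single point, 20 µM / Schedule: 1 h incubation at room temperature before polarization reading / Technique: fluorescence polarization (mP) / Benchmarks: unlabelled peptide, DMSO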
# phage Ecoli inh: E. coli growth loss with phage present; AID 651602; growth absorbance; inhibition, % at 11.9 µM; actives 0.26% (n = 360,000); in the data active = inhibition above about 11%
# PfHsp90 set2: reduces growth (ATP signal) of yeast expressing P. falciparum Hsp90; inhibition, % at 9.4 µM; actives 0.32% (n = 310,000); S. cerevisiae expressing PfHsp90, BacTiter-Glo ATP, 48 h; yeast lacking PDR1 and PDR3 efflux regulators;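 active = every replicate shows inhibition above about 80%, whatever the replicate mean, limit read from the data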;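 also: 0% = DMSO neutral controls and 100% = 20 µM radicicol positive controls; yeast relying on Plasmodium falciparum Hsp90 in place of its own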
# PvdQ acylase: P. aeruginosa PvdQ acylase inhibition; purified PvdQ acylase, fluorescence plate reader; inhibition, % at 10 µM; actives 0.063% (n = 340,000); AID 488965; in the data active = inhibition above about 30%, passing the limit was not always enough;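 also: 0% = vehicle neutral wells and 100% = reference inhibitor wells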
# * = called active by the depositor; nt = not tested or not shown.
No.	compound	Tat transport	AddAB inh	Wnt bcat act	DAGLB inh	Rtt109 Vps75
1	Cc1oc2c(CN3CCCCC3C)c(O)ccc2c(=O)c1-c1ccc(Br)cc1 (stereo not given)	1	nt	1	2	2
2	Cc1cc(C)n(CCOC(=O)c2sc3ccccc3c2Cl)n1	6	1.7	1	-6	6
3	CCN1C(=NCCOC)N[C@@H](c2ccccc2)[C@H](C(=O)OC)[C@H]1C	-6	2.2	-3	4	23
4	O=C(c1cccnc1Cl)N1CCOCC1	-2	5.8	0	-4	-1
5	Cn1c(C(=O)NCCCN2CCCCCC2)cc2c(=O)n(C)c3ccccc3c21	-14	2.2	-1	0	13
6	Cn1nnc2cc(C(=O)NC3CC3)ccc21	-8	0.3	0	-1	-10
7	O=C(NCc1ccncc1)Nc1cc(Cl)ccc1Cl	3	0.3	-1	-1	nt
8	Cc1ccc(NC(=O)N(Cc2cc3cc(C)cc(C)c3[nH]c2=O)CC2COCCO2)cc1 (stereo not given)	2	1.3	-1	1	-16
9	CCn1c(=O)c2ccccc2n2c(SCC(=O)N3CCc4ccccc4C3)nnc12	-1	-0.3	6	0	6
10	Cc1nn(-c2ccccc2)c(C)c1/C=C/C(=O)OCC(=O)Nc1ncc(Cl)cc1Cl	-4	3.2	-1	0	-2
11	CN(C(=O)COC(=O)c1ccc2c(c1)OCO2)C1CCCCC1	6	0.1	-2	-2	-1
12	Cc1c(C(=O)Nc2ccc3c(c2)OCCO3)cnn1C	-3	3.4	9	1	-18

No.	Ecoli viability	CAL PDZ inh	phage Ecoli inh	PfHsp90 set2	PvdQ acylase
1	nt	-0.9	1.9	-38	-6
2	1.6	-0.4	1.9	-21	-5
3	0.3	1.1	1.4	10	11
4	2.5	-0.5	1.8	8	-17
5	-1.0	-3.1	2.3	6	-11
6	2.1	nt	2.1	17	-10
7	-1.8	-2.1	5.4	-9	-13
8	-3.9	-1.0	0.6	-17	-9
9	-1.9	-0.4	0.9	10	7
10	0.1	-2.3	-1.3	-5	-8
11	-0.1	-1.3	3.4	nt	-11
12	-0.2	-1.5	2.4	-6	-12

# Following part:
No.	compound	Tat transport	AddAB inh	Wnt bcat act	DAGLB inh	Rtt109 Vps75
13	C=CCNc1nc(C(=O)OCC(=O)c2cccc(Br)c2)cs1	-1	0.9	0	6	-2
14	CC(C)(C)NC(=O)CSc1nc2scc(-c3ccccc3)c2c(=O)[nH]1	4	-0.3	-5	7	-2
15	C=C1C2(C(=O)Nc3ccc(SC(F)F)cc3)CCC(C2)C1(C)C (stereo not given)	2	2.2	-2	-12	9
16	NC(=O)c1ccsc1NC(=O)COC(=O)CSc1ccc(Cl)cc1	-2	4.6	-2	1	0
17	O=C(Cc1ccc(Br)cc1)N1CCOCC1	0	-1.6	0	1	6
18	O=C(Cn1nc(C(F)(F)F)c2c1CCC2)NCc1ccc(F)cc1	-2	4.2	-3	-4	3
19	O=C(CCC(=O)N(CC(=O)NC1CCCCC1)c1ccccc1F)Nc1nccs1	-10	0.8	-3	1	-6
20	CN(C(=O)Nc1ccc(Cl)cc1)c1c2c(nn1C)CCCC2	2	0.0	-2	-3	1
21	COc1ccc(C2SCC(C(=O)O)N2C(C)=O)cc1 (stereo not given)	7	0.0	nt	-2	-1
22	Fc1ccc(Nc2ccnc(C(F)(F)F)c2)cc1	-2	3.8	0	-2	-1
23	Cc1cc([N+](=O)[O-])nn1CCCC(=O)Nc1ccc2c(c1)OCO2	3	0.9	1	-2	-1
24	COc1cc(C(=O)NCC(=O)N/N=C/c2ccc(OC(=O)c3ccco3)cc2)cc(OC)c1OC	0	0.9	-1	-1	7

No.	Ecoli viability	CAL PDZ inh	phage Ecoli inh	PfHsp90 set2	PvdQ acylase
13	1.2	0.1	1.5	-28	-4
14	3.3	-3.1	4.3	0	-12
15	0.9	0.2	3.1	34	4
16	-3.7	-1.1	3.7	1	-16
17	-1.1	2.1	2.2	-24	-11
18	-0.5	-0.9	4.5	-20	-10
19	-1.3	-2.7	0.3	-1	-6
20	-0.1	-0.7	4.1	5	-11
21	-2.9	nt	3.0	11	-8
22	-4.3	nt	1.5	16	-1
23	1.4	0.6	1.0	0	-9
24	1.2	-1.0	2.8	3	-11

# Next part.
No.	compound	Tat transport	AddAB inh	Wnt bcat act	DAGLB inh	Rtt109 Vps75
25	O=C(Cn1c(=O)c2cccn2c2cccnc21)N1CCN(c2ccc(Cl)cc2)CC1	0	-1.0	nt	-1	14
26	CC(C)Oc1ccc(CCC(=O)NNC(=O)c2ccccc2C(=O)O)cc1	2	1.6	-2	-9	5
27	COc1ccc(NC(=O)CSc2nnc(C3CCCCC3)n2N)c(OC)c1	1	1.1	-2	1	-2
28	CC1CCN(C(=O)CSc2nc(C3CC3)nc3ccccc23)CC1	6	1.9	-1	-1	-1
29	COC(=O)c1scc(C)c1NC(=O)C1CCCCC1	-4	1.4	-3	1	12
30	NS(=O)(=O)c1ccc(CCNC(=O)CCCn2c(=O)[nH]c3ccc(Br)cc3c2=O)cc1	7	-0.2	-1	-2	0
31	COc1ccc(N2C(=O)N3[C@@H]4c5ccccc5OC[C@@H]4[C@@H](c4ccccc4)[C@@]3(C)C2=O)cc1	0	2.2	-4	-14	-1
32	CCN(C(=O)c1ccc(S(=O)(=O)N2CCCC2)cc1)C1CCS(=O)(=O)C1 (stereo not given)	-32	0.3	3	3	-2
33	O=C(Nc1ccc2c(c1)OCCO2)c1cc2sccc2n1Cc1ccc(F)cc1	1	3.9	5	-5	-18
34	CC(=O)N1CC=CC1(CC(C)C)C(=O)NCCc1c[nH]c2ccccc12 (stereo not given)	4	1.9	-1	0	-3
35	CCC(C)C(NS(=O)(=O)c1ccc(C)cc1)C(=O)N1CCOCCOCCOCC1 (stereo not given)	-2	3.5	3	-2	-12
36	COC(=O)c1cc(OC)c(OC)cc1NC(=O)CCCCCN1C(=O)CCC1=O	-17	1.8	nt	1	7

No.	Ecoli viability	CAL PDZ inh	phage Ecoli inh	PfHsp90 set2	PvdQ acylase
25	-1.4	-0.9	nt	-9	6
26	0.8	0.3	2.5	-5	-3
27	1.0	-1.0	2.2	3	-18
28	-1.6	-1.9	-0.2	1	-15
29	-0.7	-1.4	4.2	6	4
30	-0.3	0.2	5.1	10	-16
31	2.8	0.0	4.4	2	-1
32	0.3	-0.4	0.4	nt	-6
33	1.7	-2.9	4.0	-11	-16
34	1.7	0.1	3.9	6	2
35	-0.5	-1.8	0.1	-22	-4
36	-2.5	-3.8	1.4	-39	2

# Continuation:
No.	compound	Tat transport	AddAB inh	Wnt bcat act	DAGLB inh	Rtt109 Vps75
37	Cc1ccc(CNC(=O)c2ccc(CS(=O)(=O)c3ccccc3)o2)cc1	31	-1.5	-3	3	-1
38	N#Cc1ccc(NC(=O)N2CCC(c3nc4c(nnn4Cc4cccc(Cl)c4)c(=O)[nH]3)CC2)cc1	1	2.4	nt	1	10
39	O=C(NCc1ccc(Cl)cc1)c1cc([N+](=O)[O-])ccc1Cl	-6	3.5	-4	0	nt
40	CCCC(=O)Nc1ccc2nc(SCC(=O)Nc3ccc(N4CCOCC4)c(Cl)c3)sc2c1	-7	-1.4	nt	1	1
41	O=C(CCCOc1ccc(Cl)cc1Cl)NN1CCOCC1	-3	1.3	-3	-2	-2
42	CN(CC(=O)Nc1ccccc1Br)C(=O)CNC(=O)c1ccco1	-3	-1.6	4	2	-6
43	COc1ccccc1CNC(=O)c1cccc(C)c1[N+](=O)[O-]	-4	1.9	nt	1	0
44	COC(=O)CSc1nc2cc(C)cc(C)c2cc1C#N	5	2.0	nt	-4	-10
45	O=C(CSc1nc2ccccc2nc1N1CCCCC1)N1CCN(c2ccccc2)CC1	5	-3.6	4	-6	1
46	O=C(c1ccccc1)c1cn[nH]c1-c1ccccc1O	3	1.5	4	-3	0
47	O=C(CSc1nnc(-c2ccccn2)n1-c1ccc(Cl)cc1)Nc1ccc2c(c1)OCO2	-7	-0.9	nt	1	-1
48	CCOC(=O)C(Cc1ccccc1)C(=O)c1ccco1 (stereo not given)	2	2.8	6	-2	4
49	CC1CCCN(S(=O)(=O)c2cccc3nonc23)C1 (stereo not given)	2	nt	0	-3	1
50	Cc1[nH]n(-c2ccc(Cl)c(Cl)c2)c(=O)c1CCO	4	0.2	-12	-3	-2
51	O=C1CC(c2ccccc2)N1c1ccccc1 (stereo not given)	-2	-1.0	nt	4	11

No.	Ecoli viability	CAL PDZ inh	phage Ecoli inh	PfHsp90 set2	PvdQ acylase
37	-2.2	-0.2	2.7	-35	-3
38	1.3	-5.0	3.9	nt	-6
39	-0.2	-2.4	4.3	1	8
40	0.5	-1.8	2.4	-17	-14
41	3.1	0.5	4.3	-6	-9
42	1.1	-2.6	0.2	14	-18
43	0.5	-0.1	2.0	3	-10
44	1.4	-0.6	0.8	-6	-17
45	-2.2	0.5	1.4	0	9
46	-0.8	-0.7	2.6	19	-23
47	-2.1	-0.3	3.6	1	-29
48	0.3	-0.8	2.0	6	1
49	nt	-1.6	0.9	-16	-12
50	0.3	-0.3	4.0	-17	4
51	3.4	-0.4	0.9	-3	7

# 10 of the compounds above, screen by screen:
[37] Cc1ccc(CNC(=O)c2ccc(CS(=O)(=O)c3ccccc3)o2)cc1
[38] N#Cc1ccc(NC(=O)N2CCC(c3nc4c(nnn4Cc4cccc(Cl)c4)c(=O)[nH]3)CC2)cc1
[39] O=C(NCc1ccc(Cl)cc1)c1cc([N+](=O)[O-])ccc1Cl
[40] CCCC(=O)Nc1ccc2nc(SCC(=O)Nc3ccc(N4CCOCC4)c(Cl)c3)sc2c1
[41] O=C(CCCOc1ccc(Cl)cc1Cl)NN1CCOCC1
[42] CN(CC(=O)Nc1ccccc1Br)C(=O)CNC(=O)c1ccco1
[43] COc1ccccc1CNC(=O)c1cccc(C)c1[N+](=O)[O-]
[44] COC(=O)CSc1nc2cc(C)cc(C)c2cc1C#N
[45] O=C(CSc1nc2ccccc2nc1N1CCCCC1)N1CCN(c2ccccc2)CC1
[46] O=C(c1ccccc1)c1cn[nH]c1-c1ccccc1O
compound no. | 37 | 38 | 39 | 40 | 41 | 42 | 43 | 44 | 45 | 46
Tat transport | 31 | 1 | -6 | -7 | -3 | -3 | -4 | 5 | 5 | 3
AddAB inh | -1.5 | 2.4 | 3.5 | -1.4 | 1.3 | -1.6 | 1.9 | 2.0 | -3.6 | 1.5
Wnt bcat act | -3 | nt | -4 | nt | -3 | 4 | nt | nt | 4 | 4
DAGLB inh | 3 | 1 | 0 | 1 | -2 | 2 | 1 | -4 | -6 | -3
Rtt109 Vps75 | -1 | 10 | nt | 1 | -2 | -6 | 0 | -10 | 1 | 0
Ecoli viability | -2.2 | 1.3 | -0.2 | 0.5 | 3.1 | 1.1 | 0.5 | 1.4 | -2.2 | -0.8
CAL PDZ inh | -0.2 | -5.0 | -2.4 | -1.8 | 0.5 | -2.6 | -0.1 | -0.6 | 0.5 | -0.7
phage Ecoli inh | 2.7 | 3.9 | 4.3 | 2.4 | 4.3 | 0.2 | 2.0 | 0.8 | 1.4 | 2.6
PfHsp90 set2 | -35 | nt | 1 | -17 | -6 | 14 | 3 | -6 | 0 | 19
PvdQ acylase | -3 | -6 | 8 | -14 | -9 | -18 | -10 | -17 | 9 | -23
